# SW480 rerep: A quantitative high throughput screen for small molecules that induce DNA re-replication in SW480 colon adenocarcinoma cells. SW480 DNA re-replication, Hoechst DNA content imaging, 48 h. Potency, µM (doses to about 46.1 µM), inactives show at the highest dose re-replication activation, usual class: activators. hit rate 1.8% among 340,000. AID 624297, 2012; note: % of control where 0% means no effect; nearly all actives have a fitted effect of over 55% in size
#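 Cells (250 per well) received 23 nL compound or DMSO by pin tool and were kept 48 hr at 37 C, 5% CO2. Nuclei were then stained with Hoechst for 40 min and scanned for DNA content.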
# GLP1R ag: qHTS of GLP-1 Receptor Agonists; Glucagon-like peptide 1 receptor (Homo sapiens), P43220; HEK293 GLP-1R CRE-luciferase, luminescence, 4-6 h; cells express a hypersensitive GLP-1R form; Potency, µM (top dose mostly 45.6 µM), without a hit: top-dose activation, actives largely listed as activators; hit rate 0.007% among 380,000; AID 624172, 2012; note: % of control where 0% means no effect
# Target sequence (P43220 whole entry, looked up): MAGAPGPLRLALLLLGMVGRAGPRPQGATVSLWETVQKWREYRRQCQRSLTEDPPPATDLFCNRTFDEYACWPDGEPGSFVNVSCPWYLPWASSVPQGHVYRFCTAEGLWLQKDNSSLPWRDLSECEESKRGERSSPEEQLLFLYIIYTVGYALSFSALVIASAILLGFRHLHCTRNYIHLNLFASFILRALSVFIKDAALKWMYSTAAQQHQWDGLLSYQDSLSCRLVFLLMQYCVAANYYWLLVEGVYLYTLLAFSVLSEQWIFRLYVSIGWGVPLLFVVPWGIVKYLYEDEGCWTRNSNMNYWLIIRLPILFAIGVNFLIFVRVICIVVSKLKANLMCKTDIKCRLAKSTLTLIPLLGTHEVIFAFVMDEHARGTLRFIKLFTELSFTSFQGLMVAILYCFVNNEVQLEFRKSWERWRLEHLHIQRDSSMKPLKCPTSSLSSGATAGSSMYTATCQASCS
# KB-3-1 cytotox: qHTS assay for MDR1-selective chemotherapeutics: Primary screen using the parental adenocarcinoma cell KB-3-1. KB-3-1 viability, CellTiter-Glo ATP luminescence, 72 h. Potency, µM (series often up to 46.1 µM), for the others: at the highest dose activity change, negative = cytotoxic, actives largely listed as cytotoxic. hit rate 1.4% among 400,000; note: % is set by controls: 0 for no effect and ±100 for the full control effect; nearly all actives have a fitted effect of over 60% in size
#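 Luminescent ATP read-out (CellTiter-Glo) measures survival of drug-naive KB-3-1 cells after 72 h compound exposure at 37 °C. Titration series was screened from lowest to highest concentration, with DMSO vehicle plates as background controls.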
# TDP-43 yeast inh: qHTS of TDP-43 Inhibitors; TDP-43 expressing yeast growth rescue, BacTiter-Glo, 24 h; Potency, µM (series often up to 46.1 µM), for the others: at the highest dose growth rescue (activation), most hits filed as activators; AID 652104, 2013; hit rate 1.8% among 410,000; note: % of control where 0% means no effect; nearly all actives have a fitted effect of over 50% in size
#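 Luminescence from BacTiter-Glo reports growth of TDP-43-expressing yeast after 24 hr at 30 deg C with compound. Cells were raffinose-pregrown to mid-log, then seeded in galactose medium at OD600=0.02.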
# HT1080 IDH1KD tx: qHTS for induction of synthetic lethality in tumor cells producing 2HG: qHTS for the HT-1080-IDH1KD cell line. Potency, µM (doses to about 46.1 µM), inactives show top-dose activity, negative = toxicity, most hits filed as cytotoxic. HT-1080 IDH1 knockdown viability, ATP luminescence, 48 h. hit rate 2% among 360,000;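 note: 0% = DMSO wells and -100% = cell-free medium wells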
#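 Luminescent ATP read-out (CellTiter-Glo, 10 min at room temperature) after 48 h compound exposure at 37 °C gave viability of IDH1-knockdown HT-1080 cells. Activity was normalised to DMSO and cell-free wells, then fitted as concentration-response curves.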
# GLP1R cytotox: qHTS of GLP-1 Receptor Inverse Agonists: Cytotox Screen | HEK293 cAMP-luciferase reporter cells, luminescence, 24 h | Potency, µM (doses to about 38.3 µM), inactives show at the highest dose activity change, negative = inhibition, usual class: inhibitors | hit rate 0.13% among 410,000 | AID 624418, 2012;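 note: loss of luciferase light is scored as toxicity; % is set by controls: 0 for no effect and ±100 for the full control effect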
#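 Seeding density was 200 cells/uL; after overnight-length (12 h) culture, 23 nL compounds went on for 24 h at 37 °C. Readout used a luciferase detection reagent, luminescence taken after 12 min at room temperature.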
# GLP-1R inv ag: qHTS of GLP-1 Receptor Inverse Agonists (Inhibition Mode); Potency, µM (series often up to 38.3 µM), for the others: at the top dose activity change, negative = inhibition, usual class: inhibitors; Glucagon-like peptide 1 receptor (Homo sapiens), P43220; AID 624417, 2012; hit rate 1.6% among 410,000; HEK293 GLP-1R CRE-luciferase, luminescence, 24 h; GLP-1R form is constitutively active; note: % is set by controls: 0 for no effect and ±100 for the full control effect; nearly all actives have a fitted effect of over 55% in size
#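 Inverse agonists were sought by their lowering of basal cAMP reporter luciferase output in HEK293 cells stably carrying constitutively active human GLP-1R, after 24 h compound treatment.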
# HT1080NT lethal: qHTS for induction of synthetic lethality in tumor cells producing 2HG: qHTS for the HT-1080-NT fibrosarcoma cell line. HT-1080-NT fibrosarcoma viability, CellTiter-Glo ATP luminescence, 48 h. Potency, µM (doses to about 46.1 µM), for inactives: at the highest dose activity, negative = less viability, actives largely listed as cytotoxic. hit rate 1.6% among 360,000. AID 686970, 2013;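 note: NT is the 2HG producing partner of a matched IDH1 knockdown line; 0% = DMSO-treated cells and -100% = media-only wells without cells; nearly all actives have a fitted effect of over 55% in size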
#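 Compounds were tested in concentration-response format on HT-1080-NT cells for 48 hours at 37 degrees C. Cell viability came from CellTiter-Glo luminescence; curves were classified by r2, response magnitude and activity.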
# KB-V1 cytotox: qHTS assay for MDR1-selective chemotherapeutics: Primary screen using the drug-selected MDR subline cells KB-V1. Potency, µM (series often up to 46.1 µM), without a hit: at the highest dose activity change, negative = cytotoxicity, usual class: cytotoxic. hit rate 3.4% among 400,000. KB-V1 MDR cells viability, CellTiter-Glo, 72 h; note: % is set by controls: 0 for no effect and ±100 for the full control effect; nearly all actives have a fitted effect of over 60% in size
#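 Potencies derive from concentration-effect curves fitted to normalized luminescence (CellTiter-Glo) of KB-V1 cells treated for 72 h at 37 degrees C in phenol-red-free DMEM containing 10% FBS.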
# * = called active by the depositor; ? = inconclusive; . = not tested or not shown; [ ] = remark or other dose. Calls come from the whole dose curve; as a rule, active = well fitted curve in the direction sought with a large enough effect; inconclusive = small, poorly fitted or top-dose-only effect, or another doubt; inactive = no such curve, though single readings can be large; an effect the other way counts as inactive or inconclusive. Potency is the fitted concentration of half-maximal effect. Hits appear at their usual frequency. About 9.4% of those tested had a hit in this group.
SMILES | SW480 rerep | GLP1R ag | KB-3-1 cytotox | TDP-43 yeast inh | HT1080 IDH1KD tx | GLP1R cytotox | GLP-1R inv ag | HT1080NT lethal | KB-V1 cytotox
COC(=O)c1cc(S(=O)(=O)NCC2CCN(Cc3cc(C)ccc3C)CC2)cn1C | -1.7% | 15.0% | -3.8% | -6.1% | -4.4% | -5.1% | ? | 0.8% | 6.6%
Cc1ccc(-c2nc3c(c(SCC(=O)Nc4ccccc4Cl)n2)Cc2c(CO)cnc(C)c2O3)cc1 | . | . | 0.7% | 3.9% | . | 0.2% | 3.8% | . | 9.8%
CCn1cc(S(=O)(=O)Nc2nc3ccc(OC)cc3s2)cn1 | -3.2% | -1.9% | -5.0% | -0.1% | 17.0% | 12.2% | 4.0% | 4.6% | ?
COc1cc2c(cc1OC)C(C)N(CCc1ccc(Cl)cc1)CC2 (configuration not stated) | -96.9%[inhibitor] | 5.9% | 4.4% | 2.8% | ? | 0.0% | -68.1% | 11.6µM* | ?
Cc1ccccc1S(=O)(=O)Cc1ccc(C(=O)NCc2ccccc2Cl)o1 | . | . | 5.0% | 0.0% | . | 1.2% | 8.3% | . | ?
O=C(NCCOc1ccccc1)C1=CC=CN2CCS(=O)(=O)N=C12 | -2.0% | 0.2% | 7.1% | 12.0% | 9.5% | 4.2% | 2.9% | 6.9% | ?
Cc1ccc(S(=O)(=O)N2CCN(c3ccccc3)CC2)s1 | -13.4% | 11.6% | -2.5% | -1.7% | 1.4% | 3.3% | -1.2% | 0.1% | 8.3%
O=C(NCc1cccc(C(F)(F)F)c1)c1cccc(S(=O)(=O)N2CCN(Cc3ccccc3)CC2)c1 | 25.8% | -1.0% | -11.8% | 25.6% | -15.9% | 6.4% | ? | -7.2% | -12.6%
CC(=O)N1c2ccc(S(=O)(=O)N3CCC(C(=O)N4CC(C)CC(C)C4)CC3)cc2CC1C (configuration not stated) | -6.0% | 14.6% | -22.4% | -1.9% | -6.9% | 0.9% | 7.8% | -2.4% | 2.0%
CCc1ccc2c(c1)NC(=O)C2(C)Cc1ccc(Cl)cc1 (configuration not stated) | . | 1.2% | 0.0% | -12.1% | 1.0% | 2.1% | -27.3% | ? | 5.7%
COc1cccc(CNC(=O)CCc2c(C)nn(-c3ccc(N4CCOCC4)nn3)c2C)c1 | . | . | 14.1% | -1.9% | . | 5.9% | 13.3% | . | -12.6%
CCS(=O)(=O)N1CCC(C(=O)NCCCN2CCC(Cc3ccccc3)CC2)CC1 | 1.6% | -5.5% | 1.7% | -21.7% | 2.7% | 1.0% | 1.0% | -1.6% | 13.1%
CCCN1C(=O)C(Cc2nc3ccccc3c(=O)n2-c2ccccc2)c2ccccc21 (configuration not stated) | 14.8% | ? | -13.9% | 12.7% | -4.6% | -10.5% | ? | -2.8% | ?
CC(=O)CCc1ccc(OCC(O)CNC2CCCc3ccccc32)cc1 (configuration not stated) | 4.8% | -1.9% | 0.3% | 15.3% | 1.3% | -16.8% | ? | 1.2% | 2.3%
Cc1nn(CC(O)COc2ccc3c(c2)CCC3)c(C)c1C (configuration not stated) | 19.9% | 25.6% | 2.7% | ? | 2.8% | -7.5% | ? | 1.3% | -5.1%
CCCS(=O)(=O)Nc1ccc(Nc2c3ccccc3nc3ccccc23)c(OC)c1 | 7.31µM* | -15.5% | ? | 4.7% | ? | ? | ? | -9.4% | 23.1µM*
Cc1cccc(/C=N/NC(=O)CNc2cccc3ccccc23)n1 | 1.8% | -2.4% | -15.2% | ? | -13.5% | 0.1% | -9.8% | -0.4% | 14.6µM*
Clc1ccc(-c2nc(-c3cc4cc(Cl)ccc4o3)cs2)cc1 | -5.3% | 9.4% | -10.2% | -9.1% | -4.3% | 14.8% | 18.4% | -4.3% | -3.4%
CCCCOc1ccc(N2CC(C(=O)NCCc3ccc(OC)c(OC)c3)CC2=O)cc1 (configuration not stated) | -2.3% | 4.5% | -2.1% | 4.7%[9.22 µM] | ? | 2.7%[7.66 µM] | 14.7%[7.66 µM] | -7.7% | 0.7%
COc1ccccc1NS(=O)(=O)c1cc(C(=O)NCc2ccco2)ccc1C | 3.0% | 1.2% | -0.9% | 11.9% | 9.9% | 1.8% | 2.4% | 1.9% | ?
COc1ccc(C(=O)NCC(c2cccnc2)N2CCc3ccccc3C2)cc1 (configuration not stated) | . | . | -5.5% | 0.0% | . | -2.5% | -16.2% | . | ?
Cc1ccccc1CN1CCC(CNC(=O)Nc2ccc(F)cc2F)CC1 | -0.9% | -4.0% | -17.5% | -11.4% | -6.0% | -7.6% | ? | -0.2% | ?
Cc1cc(Cl)ccc1OCC(=O)NC1CCCC1 | 27.7% | 18.6% | ? | 2.2% | -9.7% | 1.5% | -20.5% | ? | ?
N#Cc1c(N)c(C(=O)c2ccccc2)n2c1CCCC2 | -4.0% | 2.9% | -1.2% | 6.2% | 12.2% | 5.2% | 13.6% | 14.0% | 5.5%
Cc1ccc2c(=O)cc(C(=O)N(Cc3ccc(C(C)(C)C)cc3)C3CCS(=O)(=O)C3)oc2c1 (configuration not stated) | . | . | ? | 21.0% | . | 0.3% | 9.2% | . | ?
CS(=O)(=O)N1CCC(C(=O)Nc2ccc3c(c2)OCCO3)CC1 | 7.6% | -5.8% | -2.4% | -4.2% | 2.0% | 0.9% | 1.7% | 8.3% | 1.8%
O=c1c2ccccc2nc(SCc2cn3ccsc3n2)n1-c1ccccc1F | -2.0% | 24.4% | ? | 13.2% | ? | ? | 4.0% | ? | ?
O=C(COc1cccnc1[N+](=O)[O-])NCc1ccco1 | 3.1% | 4.5% | ? | 9.2% | 8.4% | -5.5% | 19.1% | 10.0% | 3.1%
Cc1ccccc1C(=O)NNC(=O)Cc1ccccc1 | ? | -12.6% | 4.5% | -14.5% | -8.0% | 7.7% | -109.6% | -21.5% | -3.9%
CCOC(=O)C1CCCN(S(=O)(=O)c2ccc(Br)c(OC)c2)C1 (configuration not stated) | -3.5% | 2.5% | -5.4% | 2.8% | -0.6% | -6.6% | ? | -0.1% | 0.0%

# Carrying on:
SMILES | SW480 rerep | GLP1R ag | KB-3-1 cytotox | TDP-43 yeast inh | HT1080 IDH1KD tx | GLP1R cytotox | GLP-1R inv ag | HT1080NT lethal | KB-V1 cytotox
CCOc1ccccc1NC(=O)CSc1nc2c(c(=O)[nH]1)CCC2 | . | . | -4.3% | 13.0% | . | 4.4% | -3.8% | . | -5.5%
Fc1ccc(COc2cccc3cccnc23)cc1 | -1.4% | 10.9% | 5.4% | -3.5%[9.22 µM] | 8.8% | -5.3%[7.66 µM] | 3.4%[7.66 µM] | 2.0% | 0.0%
CCCCN1C(N)=NC[C@@H]1Cc1ccc(O)cc1 | -0.1% | 0.5% | -17.9% | 7.1% | 1.5% | 4.9% | 24.3% | -1.8% | -25.0%
COc1ccc(CNC(=O)Nc2ccc([N+](=O)[O-])cc2)cc1 | -22.7%[9.22 µM] | 20.4% | -7.5% | 19.5% | 10.4% | -2.1% | -3.6% | 7.6% | 7.7%
O=C(O)CCCCN1C(=O)/C(=C\c2ccc(OCc3ccccc3)c(OCc3ccccc3)c2)SC1=S | 1.2% | -3.7% | -6.4% | 11.8% | -12.2% | -1.2% | 2.2% | -11.9% | -12.6%
N#Cc1c(-c2ccccc2)nc(SCC(=O)Nc2nnc(C(F)(F)F)s2)[nH]c1=O | 12.0% | -1.6% | -0.9% | 0.0% | 6.2% | 4.3% | -16.4% | 3.5% | 3.6%
CCn1nc(C)c(C(=O)Nc2cc(Oc3cc(C)cc(C)c3)cc([N+](=O)[O-])c2)c1C | ? | -7.4% | 18.4µM* | 7.8% | ? | -35.3% | ? | ? | 3.26µM*
NC(=S)N=Nc1c(O)n(CCCl)c2ccc(Cl)cc12 | 12.7% | 26.3% | ? | ? | ? | 1.26µM* | ? | -20.8% | 13µM*
O=C(Cc1ccccc1)Nc1ccc(F)cc1 | -22.6% | 14.9% | -6.5% | -10.3%[9.22 µM] | 23.1% | -1.3% | -13.1% | 18.5% | 18.4%
O=C(Nc1cccc(-c2cnc3ccccc3n2)c1)C1CC(=O)N(c2ccccc2)C1 (configuration not stated) | -0.7% | -15.6% | ? | 7.0% | 0.3% | -28.3% | 0.6% | -1.5% | ?
COc1cc2oc(=O)cc(-c3cccc(-c4cccc(C)c4)c3)c2c(OC)c1OC | 5.2% | 3.4% | 0.0% | 11.1% | ? | -6.1% | ? | ? | 0.0%
Cc1cc(C)c2nc(NNC(=O)c3ccc(S(=O)(=O)N4CC(C)CC(C)C4)cc3)sc2c1 (configuration not stated) | ? | 0.1% | 0.0% | 5.01µM* | 11.6µM* | 2.7% | -24.0% | ? | 6.4%
CCCOc1ccc(C(=O)Nc2ccc(S(=O)(=O)N3CCN(C)CC3)cc2)cc1 | 16.5% | 0.7% | -14.5% | -19.7% | -21.1% | -2.6% | ? | -11.0% | ?
CCN1CCN(c2oc(-c3ccccc3C)nc2S(=O)(=O)c2ccccc2)CC1 | -5.1% | -3.3% | -4.9% | 0.0% | -9.9% | ? | ? | -10.6% | 0.0%

# By substructure, those above containing a cyano group
SMILES | SW480 rerep | GLP1R ag | KB-3-1 cytotox | TDP-43 yeast inh | HT1080 IDH1KD tx | GLP1R cytotox | GLP-1R inv ag | HT1080NT lethal | KB-V1 cytotox
N#Cc1c(N)c(C(=O)c2ccccc2)n2c1CCCC2 | -4.0% | 2.9% | -1.2% | 6.2% | 12.2% | 5.2% | 13.6% | 14.0% | 5.5%
N#Cc1c(-c2ccccc2)nc(SCC(=O)Nc2nnc(C(F)(F)F)s2)[nH]c1=O | 12.0% | -1.6% | -0.9% | 0.0% | 6.2% | 4.3% | -16.4% | 3.5% | 3.6%

# Screening data: PubChem BioAssay, National Center for Advancing Translational Sciences (NCATS)
